# Screens as filed in PubChem.
# aSyn tox rescue: alpha-synuclein toxicity suppression in yeast; AID 1347070; Potency, µM (top dose mostly 46.1 µM), for inactives: at the highest dose growth rescue (activation), usual class: activators; actives 0.02% (n = 94,000); S. cerevisiae alpha-synuclein toxicity rescue, BacTiter-Glo growth, 24 h; active = well fitted activation curve with a large enough effect; also: 0% is about no effect
#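 Growth restoration measured by BacTiter-Glo luminescence after 24 hr at 30 deg C; alpha-synuclein yeast, raffinose-pregrown to mid-log, were added at OD600=0.02 in galactose medium onto pinned compounds.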
# * = called active by the depositor; & = joins results of further samples; [ ] = remark or other dose. Potency is read from the fitted curve at half-maximal effect.
SMILES,aSyn tox rescue
CCN1CCN(c2csc3ccc(Br)cc3c2=O)CC1,-63%[inhibitor]
COc1ccc(-c2csc(N(C)C(=O)c3cccs3)n2)cc1,-15%
Cc1ccccc1-c1nnc(SCC(=O)N(C)C2CCCCC2)o1,6%
COc1ccccc1C(CNC(=O)c1ccc(C)c(S(=O)(=O)N2CCCCC2)c1)N1CCCC1 (stereo not given),-4%
COc1cccc(N2CCN(C(=O)c3cccc(NC(=O)c4nsc5ccccc45)c3)CC2)c1,12%
COc1ccc(NC(=O)Cn2c(=O)n(CC3CCCO3)c(=O)c3ccccc32)c(OC)c1 (stereo not given),-12%&3%
Cc1cc(C(=O)N2CCCC(CO)(Cc3ccc(F)cc3F)C2)nn1C (stereo not given),-3%
CCc1ccc(/C=C2\SC(=S)N(CCCC(=O)Nc3cc(C)on3)C2=O)cc1,14%
Cc1c(C(=O)N2CCN(c3ccccc3)CC2)sc2nc3n(c(=O)c12)CCC3,-7%
Cc1nc(S(=O)(=O)Nc2ccccc2C(=O)NCC2CC2)cn1C,4%
CCOc1ccccc1N(CC(=O)NCCc1ccc(OC)c(OC)c1)S(=O)(=O)c1ccccc1,7%
COCCN(C(=O)COC(=O)C12CC3CC(CC(O)(C3)C1)C2)c1c(N)n(Cc2ccccc2)c(=O)[nH]c1=O,-2%
CN(C)CCCN(C(=O)COc1ccccc1)c1nc2ccc(Cl)cc2s1,-1%
CN1CCN(CCCNC(=S)Nc2ccc(F)c(Cl)c2)CC1,-4%
COc1ccc(Cl)cc1NC(=O)COC(=O)c1cc(NS(=O)(=O)c2cccs2)ccc1O,1%
Cc1c(C(=O)N2CCN(c3ccc(F)cc3)CC2)sc2nc3n(c(=O)c12)CCC3,-2%
Cc1ccc(C(=O)O)cc1NCc1cccnc1,1%
Cc1nn(CC(=O)NC(=O)NC2CCCC(C)C2C)c(=O)c(C#N)c1C (stereo not given),3%
C[C@@H]1CN([C@@H](C)CO)C(=O)CCCn2nncc2CO[C@H]1CN(C)S(=O)(=O)c1ccc(F)cc1,-8%
COc1ccccc1NC(=O)c1cc2c(=O)n(Cc3cccs3)ccc2nc1C,-5%
COc1cc(CCC(=O)OCC(=O)Nc2ccc(C)cc2Br)cc(OC)c1OC,4%
CCOc1cccc(C(=O)N(Cc2ccc(N(C)C)cc2)CC2CCCO2)c1 (stereo not given),-11%
CC1Cc2nc(SCC(=O)N3CCCCC3)n(C)c(=O)c2S1 (stereo not given),-6%
O=C(NCCc1ccc(Cl)cc1)C1CCN(C(=O)c2ccc(F)cc2)CC1,-1%
Cc1oc(S(=O)(=O)N2CCOCC2)cc1C(=O)Nc1ccc(Cl)cc1,5%
# (continued)
SMILES,aSyn tox rescue
O=C(NC1CCCCCC1)c1ccc2c(c1)sc1nc(-c3ccccc3)cn12,-6%
CCc1nc(-c2cc(S(=O)(=O)N3CCN(c4ccccc4F)CC3)ccc2OC)no1,-2%
O=C(c1ccc(NS(=O)(=O)c2ccc(F)cc2)cc1)N1CCCCCC1,-7%
O=C(Nc1nnc(-c2cc(Cl)ccc2Cl)o1)c1ccco1,-19%
Cc1cc[n+](Cc2ccc([N+](=O)[O-])cc2)cc1,0%
Cc1cccc(CN2C(=O)c3ccccc3Sc3ccc(C(=O)NC4CCCCC4)cc32)c1,-6%
COc1ccccc1NC(=O)Cc1nnc(SCC(=O)NC2CCCCC2)n1C,8%
Cc1ccccc1CSc1cn(CC(=O)N2CCCCCC2)c2ccccc12,5%
Cc1cc(Cl)ccc1OCC(=O)OCC(=O)N(CC(C)C)c1c(N)n(Cc2ccccc2)c(=O)[nH]c1=O,5%
CC(C)c1nnc(NC(=O)c2cccs2)s1,-2%
Cn1c(CCN2CCOCC2)nc2cc(NC(=O)c3cccs3)ccc21,5%
COc1ccc(C(=O)NCCn2cc(SCC(=O)Nc3cccc(C)c3)c3ccccc32)cc1,2%
Cc1nc([N+](=O)[O-])c(Br)n1Cc1ccccc1,-2%
Cc1ccc2c(CNCCc3ccccc3)c(C(=O)O)n(Cc3ccccc3C)c2c1,7%
CC1(c2ccc(OC(F)F)cc2)NC(=O)N(CC(=O)Nc2ccc3[nH]c(=O)[nH]c3c2)C1=O (stereo not given),-5%
Cn1cccc1C(=O)NC(=O)COC(=O)CNC(=O)c1ccc(Cl)cc1Cl,8%
CC(Sc1ccc2ccccc2c1)C(=O)NC(N)=O (stereo not given),7%
Cc1cccc2cc3ccccc3nc12,6%
CCOC(=O)C1=C(C)NC(=O)/C1=C\N(C)C,-2%
OC(COc1ccccc1)CN1CCCCCC1 (stereo not given),-2%
CS(=O)(=O)N(CCc1ccccc1)CC(=O)NCc1ccc(Cl)cc1,6%
Cc1c(C(=O)N(Cc2ccc(Cl)cc2)CC2CCCO2)oc2ccc(F)cc12 (stereo not given),24%
Cc1ccc(NC(=O)C2(c3ccccc3)CCOCC2)cc1,17%
Cc1noc(C)c1NC(=O)N(C)C[C@@H]1Oc2ncc(Br)cc2C(=O)N([C@H](C)CO)C[C@@H]1C,-9%
Cc1ccc(NC(=O)C2CCN(C(=O)c3ccccc3C)CC2)nc1,-5%
# More compounds follow.
SMILES,aSyn tox rescue
Cc1ccc(OCC(=O)N/N=C/c2c[nH]c3ccccc23)c([N+](=O)[O-])c1,2%
OCCCc1nc2n(n1)C(c1cccc(Cl)c1)C=C(c1ccccc1)N2 (stereo not given),3%
COc1cccc(CN(C)Cc2c(O)ccc3ccccc23)c1,-7%
O=C(CSc1cn[nH]n1)Nc1cccc(C(F)(F)F)c1,-2%
CCCn1cc(S(=O)(=O)c2cccc(Cl)c2)c(=O)c2cc(F)c(N3CCN(CC)CC3)cc21,-2%
O=C(CSCc1cccc(F)c1)NCc1ccccc1,4%
Cc1ccc(NC(=O)N2CCCCC2)cc1NC(=O)N1CCCCC1,5%
CC(=O)N1CCN(C(=O)COc2ccc3oc4c(c3c2)CCCC4)CC1,11%
CCN(C(=O)c1sc2nc3n(c(=O)c2c1C)CCCC3)c1ccccc1F,-8%
CCN(CC)S(=O)(=O)c1ccc(N2CCOCC2)c(NC(=O)c2ccc(F)cc2)c1,7%
CCOC(=O)c1c(S(=O)(=O)N2CCCC(C(=O)N3CCN(c4ccc(F)cc4)CC3)C2)c(C)n(C)c1C (stereo not given),-4%
O=C(CSc1ncn[nH]1)c1cc2ccccc2o1,7%
CC(OC(=O)c1nn(C)c(=O)c2ccccc12)C(=O)Nc1ccc(S(N)(=O)=O)cc1 (stereo not given),-5%
Cc1ccc2nc(CSc3nnc(NC(=O)c4ccc(C(C)(C)C)cc4)s3)cc(=O)n2c1,0%
CN1CCN(c2ccc([N+](=O)[O-])cc2C(=O)Nc2ccccc2)CC1,-10%
CC(C)Oc1ccc(CNC(=O)CCCN2C(=O)CCn3nc(-c4cccn4C)cc32)cc1,0%
Cc1oc2cc3oc(=O)c(CCC(=O)N4C[C@H]5C[C@@H](C4)c4cccc(=O)n4C5)c(C)c3cc2c1C,0%
CCCCNC(=O)CSc1nc2cc3c(cc2c(=O)n1CCCC(=O)NCc1ccc2c(c1)OCO2)OCO3,3%
O=C(CSc1nccn1C1CCCC1)Nc1ccc(C(F)(F)F)cc1,3%
CC(NC(=O)c1ccc(NC(=O)c2nsc3ccccc23)cc1)c1ccccc1 (stereo not given),-13%
Cc1nn(C(=O)c2cccs2)c(N)c1-c1ccccc1,-3%
O=C(NCCC1=CCCCC1)C1CCN(C(=O)N2CCOc3ccccc32)CC1,7%
CCOc1ccc(-c2nc(CSCC(=O)NC3CCN(Cc4ccccc4)CC3)c(C)o2)cc1,-7%
Cc1nn(Cc2c(F)cccc2Cl)c(=O)c2ccccc12,-5%
Cc1c(CCNC(=O)Cc2ccccc2)sc2nc(-c3ccc(F)cc3)nn12,5%
# Going on with the list:
SMILES,aSyn tox rescue
CC(C)COc1ccc(S(=O)(=O)n2cc(F)c(=O)[nH]c2=O)cc1,10%
N#CC(=C1Nc2ccccc2N1)S(=O)(=O)c1ccccc1,-4%
CN(C)/C=C1\C=C2C(=O)c3ccccc3N2C1=O,-3%
O=C(CSC(=S)N1CCOCC1)c1cc(Br)cc(Br)c1O,2%
CCC(=O)Nc1ccc(-c2nnc3c4ccccc4c(C)nn23)cc1,-3%
COc1cc(-c2nc(Cn3nnc(C(=O)Nc4ccc(C)cc4C)c3C)c(C)o2)cc(OC)c1OC,9%
CCC1CCCCN1C(=O)CSc1nc(-c2ccc(OC)cc2)cc(C(F)(F)F)n1 (stereo not given),15%
Oc1ccc2ccccc2c1CN1CCOCC1,-11%
Cc1nn(Cc2ccc(F)cc2)c(C)c1NC(=O)CCCn1nc([N+](=O)[O-])cc1C,5%
CCc1cnc2c(c1SCC(=O)NCc1ccc(F)cc1)c(=O)n(C)c(=O)n2C,-2%
Cc1cc(N)n(-c2ccc(S(N)(=O)=O)cc2[N+](=O)[O-])n1,3%
Cc1ccc2nc(N(Cc3cccnc3)C(=O)C3CCCCC3)sc2c1,25%
CCC1(C)NC(=O)N(CC(=O)N2N=C(c3ccccc3)CC2c2ccc(OC)cc2)C1=O (stereo not given),6%
Cc1ccc(Cl)cc1-n1ncc2c(Nc3cccc(C)c3C)ncnc21,-22%
O=c1[nH]n(-c2ccccc2Cl)c(=O)c2ccccc12,10%
COc1ccc(CNC(=O)Cn2nnc(-c3ccc(C(F)(F)F)cc3)n2)cc1,2%
CCC(C)c1ccc(NC(=S)NCc2ccccn2)cc1 (stereo not given),-32%[inhibitor]
O=C(CN1C(=O)CCc2cc(S(=O)(=O)N3CCOCC3)ccc21)Nc1cccc(C(F)(F)F)c1,8%
Cc1ccc(CNC(=O)c2ccc(CS(=O)Cc3cccc(Cl)c3)o2)cc1 (stereo not given),4%
CC[C@H]1c2[nH]c3ccccc3c2C[C@@H]2C(=O)N(c3ccc(F)cc3)C(=O)N21,-5%
CCN(CC(=O)Nc1ccccc1C(F)(F)F)C(=O)CN1C(=O)NC2(CCCC2)C1=O,-16%
CCCCc1ccc(NC(=O)Cn2nnc3sc4c(c3c2=O)CCC(C)C4)cc1 (stereo not given),5%
COCCCNC(=O)CSc1nc2cc3c(cc2c(=O)n1CCCCCC(=O)NCc1ccc2c(c1)OCO2)OCO3,3%
CN(C)S(=O)(=O)c1ccc(Cl)c(NC(=O)CN2C(=O)NC3(CCCC3)C2=O)c1,-7%
Cc1[nH]c2ccccc2c1C1(O)C(=O)Nc2ccc(Cl)cc21 (stereo not given),2%
# (continued)
SMILES,aSyn tox rescue
COc1cccc(CC(=O)OCC(=O)NC(=O)c2ccc(OC(F)F)cc2)c1,2%
Cc1ccc(C(=O)Nc2ccc(S(=O)(=O)Nc3cnc4ccccc4n3)cc2)cc1,-1%
CC(=O)c1ccc(S(=O)(=O)N2CCC(Oc3ccc(-n4cnnn4)cc3)CC2)cc1,1%
CCOc1ccc(CNC(=O)CSc2c3c(nc4cc(Cl)ccc24)CCCC3)cc1,-9%
Cc1cc(C(=O)N/N=C/c2ccc3c(c2)OCO3)c(C)o1,-2%
COc1ccc(N2CCN(C(=O)C(C)n3nc(C)c4sc5ccccc5c4c3=O)CC2)cc1 (stereo not given),1%
COc1ccc(S(=O)(=O)N2CCCC2CNC(=O)C(=O)Nc2ccc(F)cc2)cc1 (stereo not given),-5%
O=C(CN1C(=O)c2ccccc2C1=O)NC1CCCCCC1,-3%
COc1ccc(-n2c(Cc3cccn3C)nnc2SCC(=O)Nc2ccccc2C)cc1,2%
O=C(Nc1ccccn1)c1ccc(C(=O)c2ccccc2)cc1,-1%
O=C(c1cc([N+](=O)[O-])ccc1N1CCOCC1)N1CCN(c2ccc([N+](=O)[O-])cc2)CC1,-10%
CCOC(=O)C1CCCN(C(=O)/C(=C/c2ccco2)NC(=O)c2ccccc2)C1 (stereo not given),4%
COc1ccc(/C=C/C(=O)N[C@@H](C)C(=O)O)cc1,-4%
CCN(c1ccccc1)S(=O)(=O)c1cccc(C(=O)NCC(c2ccc(OC)cc2)N2CCCCC2)c1 (stereo not given),2%
CC(CN1CCN(Cc2ccccc2)CC1)OC(=O)c1ccco1 (stereo not given),4%
CCOc1ccc(CCNC(=O)CCSCc2cccc(Cl)c2)cc1OCC,1%
CCOc1ccc(/C=N/NC(=O)c2ccc(Cn3cc(Br)cn3)o2)cc1,-1%
COc1ccc(CN2CCN(C(=O)c3ccc4nc(N5CCOCC5)sc4c3)CC2)c(OC)c1OC,1%

# Filtered by structure, those above containing an aryl thioether with sulfur outside any ring (16)
SMILES,aSyn tox rescue
Cc1ccccc1-c1nnc(SCC(=O)N(C)C2CCCCC2)o1,6%
CC1Cc2nc(SCC(=O)N3CCCCC3)n(C)c(=O)c2S1 (stereo not given),-6%
COc1ccccc1NC(=O)Cc1nnc(SCC(=O)NC2CCCCC2)n1C,8%
Cc1ccccc1CSc1cn(CC(=O)N2CCCCCC2)c2ccccc12,5%
COc1ccc(C(=O)NCCn2cc(SCC(=O)Nc3cccc(C)c3)c3ccccc32)cc1,2%
CC(Sc1ccc2ccccc2c1)C(=O)NC(N)=O (stereo not given),7%
O=C(CSc1cn[nH]n1)Nc1cccc(C(F)(F)F)c1,-2%
O=C(CSc1ncn[nH]1)c1cc2ccccc2o1,7%
Cc1ccc2nc(CSc3nnc(NC(=O)c4ccc(C(C)(C)C)cc4)s3)cc(=O)n2c1,0%
CCCCNC(=O)CSc1nc2cc3c(cc2c(=O)n1CCCC(=O)NCc1ccc2c(c1)OCO2)OCO3,3%
O=C(CSc1nccn1C1CCCC1)Nc1ccc(C(F)(F)F)cc1,3%
CCC1CCCCN1C(=O)CSc1nc(-c2ccc(OC)cc2)cc(C(F)(F)F)n1 (stereo not given),15%
CCc1cnc2c(c1SCC(=O)NCc1ccc(F)cc1)c(=O)n(C)c(=O)n2C,-2%
COCCCNC(=O)CSc1nc2cc3c(cc2c(=O)n1CCCCCC(=O)NCc1ccc2c(c1)OCO2)OCO3,3%
CCOc1ccc(CNC(=O)CSc2c3c(nc4cc(Cl)ccc24)CCCC3)cc1,-9%
COc1ccc(-n2c(Cc3cccn3C)nnc2SCC(=O)Nc2ccccc2C)cc1,2%

# This is a subset; the hit share may differ from the screen's.
